Screens: PubChem, National Center for Advancing Translational Sciences (NCATS)
rTrxR1 inhibitor = rat TrxR1 inhibition; recombinant rTrxR1, NADPH fluorescence consumption, selenite substrate; O89049; Potency, µM (series often up to 114 µM), for inactives: at the top dose activity change, negative = inhibition, most hits filed as inhibitors; 390,000 compounds, 1% hits; also: potency is read from the fitted curve at half-maximal effect; % is scaled to controls: 0 for no effect and ±100 for the full control effect; nearly all actives have a fitted effect of over 65% in size
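Rat TrxR1 (90 nM in the dispensed reagent) was pre-reduced with 400 uM NADPH for 5 min at room temperature, then incubated with compound for 15 min. After 400 uM selenite was added, NADPH fluorescence (Ex 340/Em 450 nm) was followed for 8 min.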
GRP78 ERSR act = induces the endoplasmic reticulum stress response in human glioma cells | 420,000 compounds, 0.02% hits | Potency, µM, for the others: at the highest dose activation, usual class: activators | U87-MG GRP78 promoter luciferase reporter, 16 h; also: potency is read from the fitted curve at half-maximal effect; series mostly up to about 76 µM; % of control where 0% means no effect; nearly all actives have a fitted effect of over 35% in size
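ERSR induction read as luciferase luminescence (Bright-Glo, 10 min at room temperature) in stably transfected human U87-MG glioma cells exposed to compounds for 16 h, using GRP78 as sensor.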
TrxR1 substrate = is turned over as a substrate by rat TrxR1; 390,000 compounds, 0.01% hits; Potency, µM (series often up to 114 µM), for the others: top-dose activity change, negative = substrate turnover; purified TrxR1 substrate turnover, NADPH consumption readout; O89049; AID 588456; also: potency is read from the fitted curve at half-maximal effect; % is scaled to controls: 0 for no effect and ±100 for the full control effect; nearly all actives have a fitted effect of over 50% in size
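Rat TrxR1, dispensed at 90 nM, was prereduced with 400 uM NADPH (final) for 5 min at ~22 deg C, then incubated with compound 15 min before 400 uM selenite. A first-read NADPH fluorescence drop versus no-compound background flagged substrates.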
IDH1 R132H inh = inhibitors of human mutant IDH1 R132H; O75874; IDH1-R132H enzyme, NADPH consumption, diaphorase/resazurin fluorescence; Potency, µM (top dose mostly 76.6 µM), without a hit: at the top dose activity change, negative = inhibition, usual class: inhibitors; 390,000 compounds, 0.093% hits; AID 602179; also: potency is read from the fitted curve at half-maximal effect; % is scaled to controls: 0 for no effect and ±100 for the full control effect; nearly all actives have a fitted effect of over 65% in size
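IDH1-R132H (0.5 ug/mL dispensed) in pH 7.5 Tris buffer was preincubated 30 min with compound, then given a substrate mix of 0.016 mM NADPH and 2 mM alpha-KG for 80 min at room temperature; remaining NADPH was read by diaphorase/resazurin fluorescence.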
USP1 inh = blocks the human USP1/UAF1 deubiquitinase complex | O94782 | recombinant USP1/UAF1, Ub-Rhodamine cleavage fluorescence | Potency, µM (highest dose often 57.1 µM), without a hit: at the top dose activity change, negative = inhibition, most hits filed as inhibitors | 390,000 compounds, 0.23% hits; also: potency is read from the fitted curve at half-maximal effect; % is scaled to controls: 0 for no effect and ±100 for the full control effect; nearly all actives have a fitted effect of over 60% in size; inactives centre near -12
Target sequence (O94782 whole entry, looked up): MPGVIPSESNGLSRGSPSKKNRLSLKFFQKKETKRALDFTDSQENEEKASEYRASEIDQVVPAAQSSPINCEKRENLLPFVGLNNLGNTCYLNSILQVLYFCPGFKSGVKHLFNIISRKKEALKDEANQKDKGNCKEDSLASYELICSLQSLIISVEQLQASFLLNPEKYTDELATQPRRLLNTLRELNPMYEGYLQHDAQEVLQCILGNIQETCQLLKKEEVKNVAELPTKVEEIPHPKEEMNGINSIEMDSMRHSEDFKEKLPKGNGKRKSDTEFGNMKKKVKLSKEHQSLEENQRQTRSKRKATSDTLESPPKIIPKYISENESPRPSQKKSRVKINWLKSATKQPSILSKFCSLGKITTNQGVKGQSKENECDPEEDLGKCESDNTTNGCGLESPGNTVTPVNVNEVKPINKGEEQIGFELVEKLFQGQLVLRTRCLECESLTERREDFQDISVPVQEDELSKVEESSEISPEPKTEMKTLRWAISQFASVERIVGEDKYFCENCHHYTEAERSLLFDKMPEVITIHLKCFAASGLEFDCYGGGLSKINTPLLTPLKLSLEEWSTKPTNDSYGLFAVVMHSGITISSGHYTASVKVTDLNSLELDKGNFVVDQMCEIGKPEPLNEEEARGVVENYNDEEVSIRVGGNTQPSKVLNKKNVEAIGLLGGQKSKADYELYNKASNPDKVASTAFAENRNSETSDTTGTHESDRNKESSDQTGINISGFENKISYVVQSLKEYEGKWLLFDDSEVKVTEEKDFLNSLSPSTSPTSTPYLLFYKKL
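USP1/UAF1 complex (1 nM) preincubated 15 min at room temperature with compound, then Ub-Rho substrate (150 nM final) added. Kinetic fluorescence at 480/540 nm over 6 reads at 60 s intervals; 50 mM HEPES pH 7.8, 0.5 mM EDTA, 0.1 mg/ml BSA, 1 mM TCEP, 0.01% Tween-20.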
Vif-APOBEC3F blk = blocks the Vif interaction with APOBEC3F; 390,000 compounds, 0.2% hits; AID 602313; HeLa A3F-eYFP + Vif (tagged APOBEC3F with the HIV-1 protein that degrades it), YFP fluorescence increase; Potency, µM (titrated, usually from 46.1 µM), without a hit: top-dose activity, negative = active; also: potency is read from the fitted curve at half-maximal effect; % of control where 0% means no effect; nearly all actives have a fitted effect of over 65% in size
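Fluorescence increase (Ex 488/Em 500-530) after overnight compound treatment at 37 deg C flags inhibition of Vif-driven A3F-eYFP loss in stable HeLa A3F-eYFP/Vif cells seeded overnight beforehand.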
RGS4 inhibitor = human RGS4 inhibition. 390,000 compounds, 0.039% hits. Potency, µM (titrated, usually from 114 µM), without a hit: at the top dose activity change, negative = inhibition, actives largely listed as inhibitors. P49798. AID 504845. Transcreener GDP fluorescence polarization, RGS4-accelerated GTP hydrolysis; also: potency is read from the fitted curve at half-maximal effect; % is scaled to controls: 0 for no effect and ±100 for the full control effect; nearly all actives have a fitted effect of over 75% in size; some results filed as inactive show a strong effect at the top dose
Target sequence (P49798 whole entry, looked up): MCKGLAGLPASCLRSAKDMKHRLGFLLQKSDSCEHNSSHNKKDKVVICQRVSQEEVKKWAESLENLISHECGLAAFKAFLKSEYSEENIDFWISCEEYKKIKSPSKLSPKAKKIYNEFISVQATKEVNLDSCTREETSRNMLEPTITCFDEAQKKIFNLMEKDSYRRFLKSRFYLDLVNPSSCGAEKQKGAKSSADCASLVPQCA
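MLSMR compounds (23 nl, pin-transferred) preincubated 10 min at room temperature with a 500nM (2x) first reagent, then RGS4 at 900nM (2x) plus Transcreener GDP mix added; fluorescence polarization (620/688 nm) read before and after 90 min at 30 °C.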
LDHA inh = LDHA (human) enzyme inhibition; purified LDHA, NADH/diaphorase-resazurin fluorescence; hits give low values; activity change, % (values are at about 110 or 230 µM); 480,000 compounds, 0.15% hits; AID 1347041; in the data active = activity change below about -30%; inconclusive = mostly about -25% to -30%;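 also: plate controls were DMSO wells for no effect and wells without enzyme for full effect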
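Human LDH5 at 2 nM final in Tris HCl pH 7.4 with 0.06 mM NADH and 0.2 mM pyruvate, reacted 5 minutes at room temperature. Remaining NADH coupled via diaphorase/resazurin; resorufin fluorescence read at 0 and 20 minutes, normalized to enzyme-free and DMSO wells.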
Vif-APOBEC3G blk = Vif-A3G binding inhibition. Potency, µM (titrated, usually from 46.1 µM), for the others: at the top dose activity, negative = active, hits mostly inhibitors. AID 602310. HeLa A3G-eYFP + Vif (tagged APOBEC3G with the HIV-1 protein that degrades it), YFP fluorescence, overnight. 410,000 compounds, 0.076% hits;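 also: potency is read from the fitted curve at half-maximal effect; % is scaled to controls: 0 for no effect and ±100 for the full control effect; nearly all actives have a fitted effect of over 60% in size; hits raise eYFP signal because A3G escapes Vif-driven loss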
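HeLa cells stably expressing Vif and C-terminally eYFP-tagged A3G, seeded overnight at 37 deg C, then exposed to compound by pintool overnight at 37 deg C. Rise in yellow fluorescence (Ex 488/Em 500-530, Acumen) marks blocked Vif-driven A3G degradation.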
Active calls of the source: *; ? = inconclusive; & = joins results of further samples; [ ] = dose if it differs, or a comment. Unless noted, calls follow the shape of the dose curve; as a rule, active = well fitted curve in the direction sought with a large enough effect; inconclusive = small, poorly fitted or top-dose-only effect, or another doubt; inactive = no such curve, though single readings can be large; an effect the other way counts as inactive or inconclusive. An excerpt; the hit share may differ from the screen's.

SMILES | rTrxR1 inhibitor | GRP78 ERSR act | TrxR1 substrate | IDH1 R132H inh | USP1 inh | Vif-APOBEC3F blk | RGS4 inhibitor | LDHA inh | Vif-APOBEC3G blk
Cc1ccc(S(=O)(=O)CCNC(=O)Cc2ccc(Cl)cc2)cc1 | 23%[57.1 µM] | -1% | 6%[57.1 µM] | 11% | -3% | -15% | -16% | -11 | 2%
O=C(COc1ccc(Br)cc1Cl)Nn1cnnc1 | 5%[57.1 µM] | 0% | 2%[57.1 µM] | -1% | -6% | -27% | 0% | -4 | -1%
Cc1nn2c(c1-c1ccc(Cl)cc1)N=C(c1ccco1)CC2c1ccccc1 (stereo unspecified) | ? | -2% | 2%[57.1 µM] | -2% | ? | -1% | -52% | 1 | 1%
COC(=O)c1[nH]c2cc(OC)c(OC)cc2c1NC(=O)c1cccc(OC)c1 | 3%[57.1 µM] | 0% | 3%[57.1 µM] | 6% | -11% | -3% | 11% | -3 | -8%
COc1ccc(C)cc1S(=O)(=O)N(C)CC(=O)N1CCCC1 | 17% | -4% | 2% | 2% | -17% | -2% | -4% | 0 | -1%
Cc1ccnc(NS(=O)(=O)c2ccc(NC(=O)COc3ccccc3)cc2)n1 | -7%[57.1 µM] | -3% | -4%[57.1 µM] | -1% | -23% | 8% | 23% | -11 | 1%
CCN(CC)C(=O)C1CC(=O)OC12CCCCC2 (stereo unspecified) | 9% | 2% | 6% | 16% | 1% | -7% | 19% | -5 | 0%
COc1ccc(C(=O)N2CCCC(C(=O)N3CCN(c4ccccc4)CC3)C2)cc1 (stereo unspecified) | -17%[57.1 µM] | -2% | -27%[57.1 µM] | 3% | -11% | 2% | -11% | 1 | 8%
NCCc1ccc(O)c(O)c1 | ? | -4%&-3%&-1%&-3%&-5%&-3% | 5%[57.1 µM] | 5% | 13% | 6% | 12%[56.9 µM] | 6&12 | 2%&4%
Cc1ccccc1Oc1ccc(S(=O)(=O)NCCC(=O)O)cc1 | -3% | 2% | -5% | -2% | 6% | -1% | 0% | -9 | -1%
COc1cc(C(=O)NCc2ccc(C)cc2)ccc1OCc1c(C)noc1C | 27% | -4% | 11% | 10% | -12% | -11% | 8% | -9 | -6%
CC(C)(CSc1ncccn1)NS(=O)(=O)c1ccccc1 | 9% | -3% | 3% | 11% | -16% | -4% | 4% | -11 | 3%
CC(C)CCNC(=O)NC(=O)CSc1ccc(S(=O)(=O)N2CCOCC2)cn1 | -13% | 1% | -5% | 1% | -12% | 1% | -9% | -3 | -7%
N/C(=N\c1nc2c(c(=O)[nH]1)CCC2)Nc1ccccc1 | 15% | -3% | -3% | 3% | -10% | -7% | 9% | -1 | -7%
CCCC(c1nnnn1CCOC)N1CCN(c2nc3ccccc3s2)CC1 (stereo unspecified) | 14%[57.1 µM] | -3% | 6%[57.1 µM] | -1% | 10% | 1% | ? | -13 | 0%
CCCC(=O)NC(c1ccc(C)cc1)c1ccc2cccnc2c1O (stereo unspecified) | 15% | -2% | 5% | -5% | -26% | 1% | 10%[56.9 µM] | 9 | -25%
CC1CCN(c2oc(-c3cccs3)nc2S(=O)(=O)c2ccc(Cl)cc2)CC1 | 13% | 0% | -6% | -14% | -6% | 1% | -4% | -4 | -4%
CCOc1cc(S(=O)(=O)Nc2ccc(Cl)cn2)ccc1F | -6% | 1% | -6% | 1% | 3% | 8% | 25% | -8 | 0%
O=C1CC(N2CCOCC2)C(=O)N1c1ccccc1Cl (stereo unspecified) | 3% | -2% | 6% | 5% | 2% | 5% | -4% | -10 | 5%
COc1ccc(N2CCN(C(=O)C3CCN(S(=O)(=O)c4ccc(C)cc4)CC3)CC2)cc1 | 27%[57.1 µM] | -5% | 11%[57.1 µM] | 3% | -6% | -8% | -24% | -1 | 0%
COCCSc1ccccc1C(=O)NCc1ccc2c(c1)OCO2 | 14%[57.1 µM] | -4% | 4%[57.1 µM] | 6% | -9% | -3% | -18% | 0 | 2%
O=C(Nc1cccc(C(=O)Nc2ccc(F)cc2F)c1)c1ccccc1 | 11% | 2% | -4% | 1% | 0% | -1% | 21% | -9 | -2%
CO/N=C/c1ccc(Oc2ccc(C)cc2)c([N+](=O)[O-])c1 | 29%[57.1 µM] | 5% | -1%[57.1 µM] | 5% | -14% | 1% | ? | 0 | 0%
CCOC(=O)c1c(-c2ccc(C)cc2)csc1NC(=O)c1ccc(N2C(=O)CCC2=O)cc1 | 5% | 4% | 15% | -4% | 6% | -1% | -31% | -7 | 1%
CCCCN(CC)CCCNC(=O)c1cn(CC)c2ccc(S(=O)(=O)N3CCc4ccccc4C3)cc2c1=O | 10%[57.1 µM] | -2%&-3% | 8%[57.1 µM] | 0%&-9% | 1%&-24% | 19%&-2% | -8%&21% | -4&2 | 2%&3%
Nn1c(SCC(=O)Nc2ccc(S(N)(=O)=O)cc2)nnc1C(F)(F)F | 8% | 0% | 9% | 13% | -14% | ? | -11% | -1 | 4%
COc1cccc(Cn2c(NCc3ccc(C)cc3)nc3c2c(=O)n(C)c(=O)n3C)c1 | 21% | -3% | 2% | -8% | -12% | -6% | 0% | -6 | -6%
CC(C)C[C@@H](CNCC(=O)[C@H](Cc1ccccc1)NC(=O)c1[nH]cnc1C(=O)N[C@@H](C)CN)NC(=O)c1nc[nH]c1C(=O)N[C@@H](C)C(=O)O | -13% | -1% | -4% | -3% | -9% | -3% | -8% | 0 | -2%
CCC(O)C1CCN(C(=O)c2ccc(OC3CCN(Cc4ccccn4)CC3)cc2)CC1 (stereo unspecified) | -1% | -4% | 5% | 1% | -18% | -2% | -26% | -1 | 3%
COc1cccc(/C=N/n2c(SC)nnc2-c2ccccc2)c1O | 7% | -4% | -1% | 0% | -10% | 3% | -5% | 20 | ?
COc1cc(OC)c(NC(=O)NCc2ccc3c(c2)CCN3C(=O)c2ccccc2)cc1Cl | 32%[57.1 µM] | -1% | 5%[57.1 µM] | 2% | -18% | -5% | -29% | 0 | 8%
CCOC(=O)C1=C(C)NC(=S)N(C(C)=O)C1c1ccc(OC)c(OC)c1 (stereo unspecified) | 4% | -8% | -1% | -6% | -19% | -6% | -21% | -2 | -5%
CC(Oc1ccc(F)cc1)C(=O)Nc1cc(S(=O)(=O)N2CCOCC2)ccc1N1CCCC1 (stereo unspecified) | 19% | 3% | -2% | -4% | -1% | -5% | 8% | -7 | 5%
COc1ccc(-c2ccc(-c3nc4ccc(C)cn4c3NC3CCCCC3)cc2OC)cc1 | ? | -1% | 82%[activator][57.1 µM] | 7% | -29% | 1% | -7% | -1&1 | 6%
Cc1noc(NS(=O)(=O)c2ccc(N/C=C/C(=O)c3cccnc3)cc2)c1C | -12% | 3% | -9% | 5% | 1% | -7% | 3% | -9 | -2%
O=C(OCc1cc2ccccc2[nH]c1=O)c1ccncc1 | -5% | -2% | -7% | 3% | -12% | -10% | 14% | 5 | -7%
COC/C=C/C1=CC2=CC(=O)C(C)(OC(=O)c3cnc4ccccc4n3)C(=O)C2=CN1c1ccccc1 (stereo unspecified) | ? | -1% | -7% | -3%[38.3 µM] | ? | -1% | -38% | 13 | ?
COCC(=O)N1CCC(Oc2ccc(C(=O)NC(C)c3nc(C)sc3C)cc2)CC1 (stereo unspecified) | 25% | 4% | 8% | -7% | -20% | 2% | 8%[11.4 µM] | -3 | 3%
CCOC(=O)c1ccc(NC(=S)NN2CCN(C)CC2)cc1 | 7% | -5% | 9% | 0% | -11% | -11% | 9% | -14 | 0%
O=C(c1cccc(C(F)(F)F)c1)N1CCCCCC1 | 8% | 0% | 2% | 1% | 8% | -16% | -6% | -4 | -5%
CC(OC(=O)c1ccco1)C(=O)Nc1ccc(Cl)cn1 (stereo unspecified) | 16% | -4% | -2% | 9% | -17% | 11% | -24% | -1 | 0%
O=C1c2cccnc2C(=O)N1C1CCCCC1 | 7% | -6% | -2% | 0% | 3% | -7% | -18% | 2 | 3%
C=CCn1c(Br)nc2c1c(=O)[nH]c(=O)n2C | 12% | -4% | 9% | 5% | -9% | -14% | -2% | -9 | 2%
CC(=O)n1c(-c2ccccc2)c(-c2ccccc2)n(C)c1=O | 10%[57.1 µM] | 2% | 13%[57.1 µM] | 1% | -15% | -47% | -11% | -1 | -7%
COc1cccc(NC(=O)CN(C)C(=O)c2cccc(S(=O)(=O)N3CC4(C)CC3CC(C)(C)C4)c2)c1 (stereo unspecified) | 6% | -4% | -7% | -3% | -14% | 4% | -5% | -7 | 6%
COc1cc2cc(CCOC(=O)c3ccco3)oc(=O)c2cc1OC | 12%[57.1 µM] | 3% | 7%[57.1 µM] | -28% | -22% | -8% | 12% | -18 | 5%
